High-throughput results as filed in PubChem.
CHT PAM: allosterically activates the human high affinity choline transporter; Q9GZV3; CHT-expressing cells, membrane potential dye, choline EC20; hits give high values; LV-AA mutant CHT in HEK293 cells; B-score at 10 µM; actives 0.49% (n = 310,000); AID 488977;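 active means initial fluorescence not abnormally high and integrated response B-score, plate-corrected, over 3 SD above library mean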
Target sequence (Q9GZV3 whole entry, looked up): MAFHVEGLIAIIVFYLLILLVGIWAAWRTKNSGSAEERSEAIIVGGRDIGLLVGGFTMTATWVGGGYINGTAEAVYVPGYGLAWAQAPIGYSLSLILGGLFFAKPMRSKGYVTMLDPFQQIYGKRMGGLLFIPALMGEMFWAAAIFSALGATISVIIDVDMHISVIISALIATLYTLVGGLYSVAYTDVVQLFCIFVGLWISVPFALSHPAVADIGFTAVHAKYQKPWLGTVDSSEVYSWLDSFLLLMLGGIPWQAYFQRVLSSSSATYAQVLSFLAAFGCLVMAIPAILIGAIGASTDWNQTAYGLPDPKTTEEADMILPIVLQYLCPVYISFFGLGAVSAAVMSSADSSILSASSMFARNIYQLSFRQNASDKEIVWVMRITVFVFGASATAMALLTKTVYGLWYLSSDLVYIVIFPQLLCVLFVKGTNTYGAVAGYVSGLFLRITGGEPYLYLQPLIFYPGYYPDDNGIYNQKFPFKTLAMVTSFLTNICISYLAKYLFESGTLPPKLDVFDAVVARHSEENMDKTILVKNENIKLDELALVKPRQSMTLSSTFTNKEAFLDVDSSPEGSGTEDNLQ
OX1R antagonist: human HCRTR1 antagonism; actives 0.43% (n = 330,000); inhibition, % at 5 µM; CHO/OX1R cells, Fluo-8 calcium fluorescence, orexin A; AID 434989; O43613;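 active means inhibition above its plate's threshold, mean inhibition of all tested compounds on the plate plus 3 SD, cut at about 37% in these data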;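 further: 0% = orexin A challenge wells and 100% = SB-334867-A antagonist wells; not every result past the cut was called active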
Target sequence (O43613 whole entry, looked up): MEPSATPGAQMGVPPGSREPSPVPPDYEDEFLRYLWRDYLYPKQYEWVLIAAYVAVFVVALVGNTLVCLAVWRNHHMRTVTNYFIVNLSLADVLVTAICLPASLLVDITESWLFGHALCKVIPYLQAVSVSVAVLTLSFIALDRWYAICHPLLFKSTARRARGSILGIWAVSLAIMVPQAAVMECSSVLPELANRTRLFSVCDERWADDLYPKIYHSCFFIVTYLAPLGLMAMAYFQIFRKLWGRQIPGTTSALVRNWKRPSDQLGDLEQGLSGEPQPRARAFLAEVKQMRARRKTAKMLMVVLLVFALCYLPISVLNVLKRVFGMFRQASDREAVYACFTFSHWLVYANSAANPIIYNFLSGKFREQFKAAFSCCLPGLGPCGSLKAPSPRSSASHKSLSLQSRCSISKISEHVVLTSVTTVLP
Starred values were filed as active, the others as inactive; i = inactive; nt = no result given; & = joins results of further samples. Rows are unselected; 0.8% or so of the library scored in one or more.

SMILES	CHT PAM	OX1R antagonist
COc1ccccc1NC(=O)C1CCCN1C(=O)Nc1ccc(F)cc1 (stereo not given)	i	-16.8
Cc1ccc(-c2cc(C(=O)NCC3CCCO3)no2)cc1 (stereo not given)	i	2.4
Cc1noc(/C=C/NCc2cccnc2)c1S(=O)(=O)N(C)CC(=O)N1CCc2ccccc21	i	-31.4
CC(Sc1nnc(-c2ccncc2)n1C)C(=O)NCC1CCCO1 (stereo not given)	i	-11.0
Cc1c(Cl)cnc(NC(=O)COC(=O)c2cccc(S(=O)(=O)N3c4ccccc4CC3C)c2)c1Cl (stereo not given)	i	-25.4
Cc1cc(C)cc(N(CC(=O)NCc2ccco2)C(=O)c2snc(C(N)=O)c2N)c1	i	-17.1
Cc1cccc(NS(=O)(=O)c2ccc(C(=O)N3CCCC3)cc2)c1C	i	-12.9
COc1ccc(Nc2nc(N3CCCC3)nc(N3CCCC3)n2)c(OC)c1	i	-28.2
NS(=O)(=O)c1ccc(NC(=O)c2ccc(OCC3CCCO3)cc2)cc1 (stereo not given)	nt	4.2
COc1ccc(C(=O)N2CCCC2)cc1S(=O)(=O)N1CCOCC1	i	-18.4
CCOC(=O)n1c(=O)n(Cc2ccc(OC)cc2)c2ccccc21	i	-22.8
O=C(O)CCN1C(=O)/C(=C\c2ccc(OCc3ccccc3)c(OCc3ccccc3)c2)SC1=S	i	-10.1
CCc1nnc(NC(=O)c2cccs2)s1	i	-3.1
CCOC(=O)c1c(C)oc2c1C(=O)c1ccccc1C2=O	i	-20.2
Cc1ccc(N2C(=O)c3oc4ccccc4c(=O)c3C2c2cccc(O)c2)nc1 (stereo not given)	i	-22.5

Among those listed so far, 2 contain two or more sulfur atoms:
SMILES	CHT PAM	OX1R antagonist
O=C(O)CCN1C(=O)/C(=C\c2ccc(OCc3ccccc3)c(OCc3ccccc3)c2)SC1=S	i	-10.1
CCc1nnc(NC(=O)c2cccs2)s1	i	-3.1

The listing picks up, starting two compounds before the break.
SMILES	CHT PAM	OX1R antagonist
CCOC(=O)c1c(C)oc2c1C(=O)c1ccccc1C2=O	i	-20.2
Cc1ccc(N2C(=O)c3oc4ccccc4c(=O)c3C2c2cccc(O)c2)nc1 (stereo not given)	i	-22.5
COc1ccc(Cl)cc1NC(=O)CN(C)C(=O)CCCNC(=O)c1ccc(Cl)cc1	nt	-27.6
CCOC(=O)CCNC(=O)Nc1ccc2nc(C)n(Cc3cccc(Cl)c3)c(=O)c2c1	i	-4.5
Nc1ccccc1S(=O)(=O)NCCCCc1ccccc1	i	-5.8
O=C(C1=C[C@H](C2CCCCC2)C[C@H](OCCCCO)O1)N1CCOCC1	i	-14.1
COc1ccc(S(=O)(=O)N2CCN(C/C=C/c3ccccc3)CC2)cc1NC(C)=O	i	-10.4
CC1(C)[C@H](C(=O)O)N2C(=O)C[C@H]2S1(=O)=O	i	-1.7
Cc1cc(C(=O)NCCC2=CCCCC2)c(C)o1	i	-17.6
O=C(Nc1ccc(C(=O)O)cc1)/C(=C\C=C\c1ccccc1)NC(=O)c1cccc(Br)c1	i	-5.8
CNC(=O)c1cc(C)c(-c2ccccc2)s1	i	-6.4
CCOc1ccccc1CNC(=O)CNC(=O)c1cccs1	i	2.0
CC(=O)/C=C(/C)NC(Cc1c[nH]c2ccccc12)C(=O)O (stereo not given)	i	-1.0&-28.6
COCCNC(=O)C(=O)NCC(c1ccc2c(c1)OCO2)N1CCN(c2ccc(F)cc2)CC1 (stereo not given)	i	-9.6
COc1ccc(C(=O)NC2CCCN(Cc3ccc(Cl)cc3)C2)c(OC)c1 (stereo not given)	i	-33.4
CN(C(=O)CC1C(=O)NCCN1Cc1ccc(F)c(F)c1)C1CCCCC1 (stereo not given)	i	-40.8
Cc1ccc(-c2csc(NC(=O)c3ccccc3Cl)c2C(=O)O)cc1	i	-20.7

Six consecutive records already listed, for reference:
SMILES	CHT PAM	OX1R antagonist
CCOc1ccccc1CNC(=O)CNC(=O)c1cccs1	i	2.0
CC(=O)/C=C(/C)NC(Cc1c[nH]c2ccccc12)C(=O)O (stereo not given)	i	-1.0&-28.6
COCCNC(=O)C(=O)NCC(c1ccc2c(c1)OCO2)N1CCN(c2ccc(F)cc2)CC1 (stereo not given)	i	-9.6
COc1ccc(C(=O)NC2CCCN(Cc3ccc(Cl)cc3)C2)c(OC)c1 (stereo not given)	i	-33.4
CN(C(=O)CC1C(=O)NCCN1Cc1ccc(F)c(F)c1)C1CCCCC1 (stereo not given)	i	-40.8
Cc1ccc(-c2csc(NC(=O)c3ccccc3Cl)c2C(=O)O)cc1	i	-20.7

(list continues)
SMILES	CHT PAM	OX1R antagonist
COc1cccc(N2CCN(C(=O)c3cc(-c4ccc(F)cc4)[nH]c3C)CC2)c1	i	nt
CCc1ccc(-c2nc(CS(=O)CC(=O)NCCCN3CCC(C)CC3)c(C)o2)cc1 (stereo not given)	i	-14.7
Cc1c(NC(=O)c2cc(-c3ccccc3)nc3ccccc23)c(=O)n(-c2ccccc2)n1C	nt	-10.2
Cc1cc(C)n(/N=C\c2c(O)ccc3ccccc23)c(=O)c1C(N)=O	i	-7.2
CC(C)(C)C(=O)Nc1ccc(C(=O)NNC(=O)Cc2ccccc2)cc1	i	-13.2
COc1ccc(C2CC(c3ccc(Cl)cc3)=NN2c2ccc(S(N)(=O)=O)cc2)cc1 (stereo not given)	nt	7.0
COc1cccc(C(=O)OCCCOC(=O)c2cccc(OC)c2OC)c1OC	i	-31.8
Cc1cccc(Nc2nnc(SCC(=O)NCc3cccs3)s2)c1C	i	-33.5
CCCOc1ccc(NC(=O)C2CC(=O)N3CCCN=C3S2)cc1 (stereo not given)	i	-13.5
Cc1cccc2sc(N(CCCN(C)C)C(=O)COc3ccc(Cl)cc3)nc12	i	11.5
CCOC(=O)c1ccc(NC(=O)C2CCN(S(=O)(=O)CC)CC2)cc1	i	-6.1
O=C(CNC(=O)c1ccc(Br)cc1)OCc1cc([N+](=O)[O-])cc2c1OCOC2	i	-12.3
CCOC(=O)C1(CC/C(C)=N\NC(N)=O)CC(C)(C)OC1=O (stereo not given)	i	0.9
COc1cccc(CN2CC(C(=O)N(C)C3CCOCC3)CCC2=O)c1 (stereo not given)	i	-13.7
CCn1cc(CCCC(=O)NCc2ccccc2OC)c2ccccc21	i	nt
COc1ccc(CCNS(=O)(=O)c2ccc(OC)cc2)cc1	i	-9.8
COc1ccccc1-n1nnnc1SCc1cc2c(cc1Br)OCO2	i	-2.1
CC12CCC(=O)N1C(C(=O)N1CCN(S(=O)(=O)c3ccc(Br)cc3Cl)CC1)CS2 (stereo not given)	i	-19.8
CCCCn1c(=O)c(-[n+]2ccccc2)c([O-])c2ccccc21	i	-19.8
CCCCc1cc(=O)oc2c(CN3CCCC3)c(O)c(Cl)cc12	i	-23.1
C/C(=N\NC(=O)c1ccccc1)c1cccc(Br)c1	i	-10.0
Cc1ccccc1N1CCN(CC(=O)Nc2nc(C)c(C(=O)N(C)C)s2)CC1	i	-8.1
CNC(=O)C(=O)Nc1nc(C23CC4CC(CC(C4)C2)C3)cs1	i	-11.3
O=C(O)CCn1cc(-c2ccc(F)cc2)nc1-c1ccncc1	i	0.5
C=C(C)C1CC=C(C)/C(=N\NC(=O)CNc2cccc3ccccc23)C1 (stereo not given)	i	-36.7
Cc1ccc(S(=O)(=O)NCCC(=O)NC2CCCC2)cc1	i	-19.5
CCOC(=O)c1ccc(NS(=O)(=O)c2ccc3c(c2)CCCN3C(C)=O)cc1	i	-19.1
Cc1ccccc1OCCn1cc(/C=C(\C#N)C(=O)NCc2ccco2)c2ccccc21	i	-22.9
COc1ccccc1Oc1ccc(S(=O)(=O)N2CCCCC2)cc1NC(=O)CCNC(C)=O	i	-24.1
O=C(CSc1nnnn1-c1cccnc1)NCc1cccs1	i	-14.9
O=c1[nH]c2ccccc2nc1CCc1ccccc1	i	-16.6
CCN=C1S/C(=C\c2ccc(Sc3ccc(Cl)cc3)o2)C(=O)N1CC	i	-4.1
CCOc1ncccc1C(=O)N=C1SCCN1C(=O)c1cccnc1OCC	i	-28.1
CCN(CC)C(=O)C1=C(C)Nc2nnnn2C1c1cccnc1 (stereo not given)	i	-10.9
O=C(Nc1ccc2c(c1)oc1ccc(S(=O)(=O)N3CCCC3)cc12)C1CC1	i	2.1
O=c1cc(-c2ccccc2)nc(SCc2ccc(Cl)cc2)[nH]1	i	-5.8
CC1=C(C(=O)OC2CCCC2)C(c2ccc(C)o2)C2=C(CC(c3cccs3)CC2=O)N1 (stereo not given)	i	-30.9
Cc1ccc(C(=O)c2c3ccc(C(F)(F)F)cc3[n+]([O-])n2CCC(N)=O)cc1	i	-6.5
Cc1c(O)ccc2c(=O)c(Oc3ccccc3)coc12	i	nt
CCOc1cc(/C=N/NC(N)=O)cc(Br)c1OCc1ccccc1	i	-16.1
Cc1sc(NC(=S)NC(=O)c2cccs2)nc1-c1ccc(C(C)C)cc1	i	-11.0
CCCN(CCC)CCCOC(=O)c1ccc(Cl)cc1Cl	i	-6.3
Nc1c(/C=C2/C=CC(=O)C(O)=C2)c(=O)nc2sc(CC(=O)N3CCCC3)nn12	i	10.9
O=C(CCC(=O)N1CCN(c2ccccc2F)CC1)N1CCN(c2ccccc2)CC1	i	-9.8
CCOC(=O)CSC1=C(C#N)C(c2ccc(C)o2)CC(=O)N1 (stereo not given)	i	-4.6
CSc1ncc(S(=O)(=O)c2ccccc2)c(=O)[nH]1	i	-19.7
O=C(O)c1cc([N+](=O)[O-])c(Sc2nc3ccccc3[nH]2)c([N+](=O)[O-])c1	i	2.3
CCCCCCCCCCn1c2c(c(=N)c3c1CCC3)CCC2	16.5*	48.1*
CCC(CCC(=O)Nc1ccn(-c2ccccc2)n1)C(=O)O (stereo not given)	i	-1.8
CSCCNC(=O)c1ccc(OC2CCN(CCc3ccccc3)CC2)cc1	i	-38.7
O=C(CCl)Nc1cc2[nH]c(=O)[nH]c2cc1Br	i	2.9
Cc1ccc(NC(=O)CSc2nc3ccccc3c(=O)n2CCCC(=O)NCCCN2CCOCC2)cc1C	i	-28.9
COC(=O)CSc1nc(NC(C)(C)C)nc(N(C)C)n1	i	-13.5
O=C(O)CC1CCS(=O)(=O)C1 (stereo not given)	i	-6.4
COc1ccc(OC)c(Nc2nc3ccccc3n3cnnc23)c1	i	-24.2
CN1CCc2c(sc(NC(=O)c3ccc(S(=O)(=O)N4CCCCCC4)cc3)c2C(N)=O)C1	i	10.5
Cn1nc(C(=O)NCc2ccccn2)c2ccccc2c1=O	i	9.8
O=C(CCSCCc1ccccn1)Nc1c(F)cc(F)cc1Br	i	-9.8
Cc1cc2cc(CN3C(=O)c4ccccc4C3=O)ccc2n1C	i	3.4
COc1cc2c(C#N)c(N3CCN(c4ccccc4OC)CC3)nc(N)c2c(N)n1	i	-19.9

Next part
SMILES	CHT PAM	OX1R antagonist
CCc1cc2c(-c3ccccc3)cc(=O)oc2cc1OC(C)C(=O)NCC1CCC(C(=O)O)CC1 (stereo not given)	i	-24.0
CN(C(=O)CN1C(=O)/C(=C/c2ccccc2Cl)SC1=S)C1CCS(=O)(=O)C1 (stereo not given)	i	-3.5
C=CCNc1nc(Nc2ccc([N+](=O)[O-])cc2)nc(OCC)n1	i	-17.4
Cn1ccnc1SCC(=O)Nc1cc(F)ccc1F	i	6.0
O=C1OCCN1C(=O)[C@H]1[C@H](c2ccc([N+](=O)[O-])cc2)C(c2ccc(F)cc2)=NN1c1ccccc1	nt	-15.3
COc1ccc(S(=O)(=O)Nc2cccc3c2O[C@H](CN(C)C)[C@@H](C)CN([C@H](C)CO)C3=O)cc1	nt	-2.2
CC(=O)N(c1ccccc1C)S(=O)(=O)c1ccc(Cl)cc1	i	-10.3
CC(C)c1ccccc1NC(=O)COC(=O)c1c2c(nc3ccccc13)CCN(Cc1ccccc1)C2	i	-40.6
COc1ccc(/C=N/NC(=O)CN2CCSCC2)cc1C	i	-0.1
CN1CCN(c2ccc(CNS(=O)(=O)c3ccsc3)cc2)CC1	i	-4.5
O=C(Cc1nn[nH]n1)NCc1ccccc1Cl	i	-0.5
Cc1ccc(S(=O)(=O)c2c(C)cc(C)nc2N2CCCC2)cc1	i	-26.9
CCOC(=O)C(=CNc1cscc1S(=O)(=O)C(C)C)C(=O)OCC	i	-30.2
CC(C)n1c(CN2CCN(C)CC2)nc2c1c(=O)n(C)c(=O)n2C	i	-35.7
CCn1c(C(O)c2ccccc2)nc2ccccc21 (stereo not given)	i	-2.5
CC(=O)N1CCc2cc(S(=O)(=O)CCC(=O)NCc3ccc(C)o3)ccc21	i	-16.4
O=C(NCCO)C(=O)NCC(c1ccc2c(c1)OCO2)N1CCN(c2ccc(F)cc2)CC1 (stereo not given)	i	-12.2
CCOC(=O)C1CCN(C(=O)c2ccc(Cl)c(S(=O)(=O)N3CCCC3)c2)CC1	i	-20.2
Cn1c(=O)cc(SCC(=O)NCc2ccc(F)cc2)c2ccccc21	i	-26.1
CCC(C)(C(=O)NC1CCCCC1)N(Cc1cccs1)C(=O)c1ccc(=O)[nH]c1 (stereo not given)	i	-11.2
COc1ccc(CCNC(=O)c2cccs2)cc1OC	i	2.8
COc1ccc(CCNC(=O)COc2nncc3ccccc23)cc1	i	-20.6
COc1cc2c(cc1NC(=S)Nc1cccc(C)c1)oc1ccccc12	i	-13.3
O=C(CN(C(=O)c1csnn1)c1ccccc1Cl)NC1CCCC1	i	-17.6
